aSyn tox rescue: alpha-synuclein toxicity suppression in yeast; hit rate 0.02% among 94,000; S. cerevisiae alpha-synuclein toxicity rescue, BacTiter-Glo growth, 24 h; Potency, µM (doses to about 46.1 µM), for the others: at the highest dose growth rescue (activation), most hits filed as activators; active means well fitted activation curve with a large enough effect; further: 0% is about no effect
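Growth restoration measured by BacTiter-Glo luminescence after 24 hr at 30 deg C; alpha-synuclein yeast, raffinose-pregrown to mid-log, were added at OD600=0.02 in galactose medium onto pinned compounds.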
Active calls of the source: *; [ ] = dose if it differs, or a comment. Potency means the concentration at half of the fitted maximal effect. These rows are one share of the data; the hit share may differ from the screen's.

SMILES	aSyn tox rescue
CC(=O)Nc1ccc(C=Cc2ccc([N+](=O)[O-])cc2)cc1	-5%
O=S(=O)(c1cccc2cccnc12)N1CCN(c2ccccn2)CC1	5%
COc1ccc(Cl)cc1NC(=O)Cn1c(=O)oc2cc(S(=O)(=O)N3CCCCCC3)ccc21	-4%
Cc1ccc2cccc([N+](=O)[O-])c2n1	-11%
O=C(Nc1ccc(Br)cc1)Nc1nc2c(s1)CCCCCC2	-7%
Cc1ccc(C)c(Nc2ncnc3c2cnn3-c2ccc(F)cc2)c1	13%
Cc1cc(C)n2nc(-c3ccc(F)cc3)cc2n1	-3%
COc1cc(CCC(=O)Nc2nnc(C)s2)cc(OC)c1OC	-8%
CCOC(=O)C1CCN(C(c2cccc(F)c2)c2sc3nc(C)nn3c2O)CC1 (configuration not stated)	0%
Cc1ccccc1NC(=O)c1ccc(Cl)c(S(=O)(=O)N2CCCCCC2)c1	-15%
COc1cc(-c2noc(-c3ccc(N(C)C)c([N+](=O)[O-])c3)n2)cc(OC)c1OC	-5%
CCn1c(O)c(/C=N/N=C2CCCCC2)c2cc(C3=NNC(=O)CC3)ccc21	-10%
CN(C)C(=S)Oc1ccccc1C1(C)OCCO1	-5%
Cn1cc(-c2cc3n(n2)CCC(=O)N3CCCC(=O)Nc2ccc(Cl)cc2)c2ccccc21	-11%
CCNc1nc(Cl)nc(N(NC(C)=O)C(C)C)n1	-7%
O=C(NCc1cccs1)c1ccc(Cn2c(SCc3cccc(F)c3)nc3cccnc32)cc1	-2%
O=C(OCc1nnc(-c2ccccc2)o1)c1cc(=O)[nH]c2ccccc12	4%
Cc1cc(C(=O)NCc2ccc(Cl)cc2)n(-c2ccccc2)n1	-6%
CC(=O)N(c1ccc(N(C(C)=O)S(=O)(=O)c2ccccc2)cc1)S(=O)(=O)c1ccccc1	-9%
CCCc1n[nH]c(=O)c2c1nnn2Cc1ccccc1F	-1%
CCN(CC(=O)Nc1cc(Cl)ccc1C)C(=O)CCOc1ccc(C)cc1	15%
Cc1ccc(NC(=O)c2cnc3cc(C)ccn3c2=O)c(C)c1	-3%
Cc1ccc2nc(-c3ccncc3)cc(C(=O)NCCc3ccc(F)cc3)c2c1	-6%
COc1ccccc1C1N=C(c2ccccc2C)NO1 (configuration not stated)	6%
Cc1ccc(C(=O)NCC(=O)NCC(c2cccs2)N2CCOCC2)cc1C (configuration not stated)	10%
(continued)
SMILES	aSyn tox rescue
COCCCNC(=O)CS(=O)Cc1nc(-c2cccc(C)c2)oc1C (configuration not stated)	9%
S=C(Nc1ccc(Nc2ccccc2)cc1)N1CCN(c2ncccn2)CC1	-15%
COc1ccc(-c2cc(=O)oc3cc(OC(C)C(=O)NCCCn4ccnc4)ccc23)cc1 (configuration not stated)	-1%
O=C(Nc1cccc(Cl)c1)N1CC2CCCN2c2ccccc21 (configuration not stated)	-7%
Cc1cccn2c(=O)c(C(=O)NCc3ccccc3Cl)c(O)nc12	-3%
O=C(Nc1ccncc1)c1cc(-c2ccccc2)nc2ccccc12	-7%
CC1CCN(S(=O)(=O)c2ccc3[nH]c(=O)[nH]c3c2)CC1	8%
Cc1ccc(S(=O)(=O)N2CCCCC2)cc1NC(=S)NC(=O)c1ccco1	-16%
COc1ccc(NC(=O)CSCC(=O)N(C)CC(=O)Nc2ccc(Cl)c(C(F)(F)F)c2)cc1	2%
CCOC(=O)C1(Cc2cccc(F)c2)CCN(Cc2nc(CC)[nH]c2C)CC1	-8%
CCOc1ccc(-c2c(C)nn3c(C)c(C(=O)Nc4cc(C)cc(C)c4)cnc23)cc1OCC	-11%
Cc1ccc(C)c(CN2C(=O)c3ccccc3S(=O)(=O)c3ccc(C(=O)N4CCOCC4)cc32)c1	-1%
CCOc1ccc(NS(=O)(=O)c2ccc3[nH]c(=O)c(=O)[nH]c3c2)cc1	-1%
CC(C)N1CCN(Cc2cn[nH]c2C2CCCCC2)CC1CCO (configuration not stated)	0%
COc1cccc(C(=O)NCC(=O)OCc2cc(=O)n3c(C)csc3n2)c1	2%
O=C(NCc1ccco1)C1CCN(C(=O)N2CCOc3ccccc32)CC1	-2%
COc1ccc(CCNC(=O)C(=O)Nc2ccc(C)cc2)cc1OC	-9%
Cc1cc(C)cc(N(CC(=O)Nc2c(C)cc(C)cc2C)S(=O)(=O)c2c(C)nn(C)c2C)c1	7%
CCN(CC)C(=O)c1sc2c(c1C)c(=O)n(-c1ccccc1)c(=O)n2Cc1c(C)cc(C)cc1C	9%
COc1cccc(CN2CCc3nc(Nc4ccc5c(c4)OCCO5)ncc3C2)c1OC	-8%
COc1ccc(C)cc1NC(=O)CSc1nc2ccccc2nc1N1CC(C)OC(C)C1 (configuration not stated)	-9%
Cc1c(N=C2SC(CC(=O)Nc3ccccc3)C(=O)N2CCN2CCOCC2)c(=O)n(-c2ccccc2)n1C (configuration not stated)	-5%
Cc1cc(C)c2c(CC(=O)N(Cc3ccccc3)C3CCS(=O)(=O)C3)coc2c1 (configuration not stated)	12%
CC(=O)c1ccc(NC(=O)C2CCCN(S(=O)(=O)c3ccc4c(c3)CCCN4C(C)=O)C2)cc1 (configuration not stated)	-1%
CCCN1CCN(c2ncnc3sc(C(=O)Nc4c(C)cc(C)cc4C)c(C)c23)CC1	-4%

Structures above with an aryl thioether with sulfur outside any ring (two):
SMILES	aSyn tox rescue
O=C(NCc1cccs1)c1ccc(Cn2c(SCc3cccc(F)c3)nc3cccnc32)cc1	-2%
COc1ccc(C)cc1NC(=O)CSc1nc2ccccc2nc1N1CC(C)OC(C)C1 (configuration not stated)	-9%

Next section
SMILES	aSyn tox rescue
COc1cccc(NC(=O)C(=O)NCCCn2ccnc2)c1	5%
Cc1ccc(S(=O)(=O)CCC(=O)Nc2nnc(-c3ccc(F)cc3)o2)cc1	-11%
O=C(NCc1ccc(Cl)cc1)C1CCN(S(=O)(=O)c2cccc3nonc23)CC1	-8%
COc1cccc(NC(=O)C2CCC(CNS(=O)(=O)c3ccc4c(c3)CCCC(=O)N4)CC2)c1 (configuration not stated)	-1%
N#CC(=NCc1cccnc1)C1=C(O)c2ccccc2C1=O	12%
COC(=O)c1cccc(-n2c(CCC(=O)O)ccc2-c2cccs2)c1	19%
COc1cccc(C(c2sc3nc(-c4ccco4)nn3c2O)N2CCCC2)c1 (configuration not stated)	7%
O=C1CNC(=S)N1CCc1ccc(O)c(O)c1	3%
COc1ccc2nc(N(Cc3cccnc3)C(=O)c3ccc4c(c3)OCCO4)sc2c1	-8%
COC(=O)c1sc2cccc(F)c2c1S(=O)(=O)N1CCN(c2ccc(C)cc2C)CC1	6%
CCOc1ccc(C(=O)NC(C(=O)NCC2CCCO2)C(C)C)cc1 (configuration not stated)	0%
COc1ccccc1C(=O)Nc1cccnc1	-3%
CCOc1ccc(CCNC(=O)CCCc2nnc3n(CC(C)C)c(=O)c4sccc4n23)cc1	-2%
CN(C)C(CNS(=O)(=O)c1ccc(Cl)cc1)c1cccnc1 (configuration not stated)	6%
COC(=O)c1cc2sc(Cl)cc2n1Cc1nc(-c2ccc(OC)cc2)oc1C	2%
Cc1cc(C)nc(NC(N)=NC(C)c2ccccc2)n1 (configuration not stated)	3%
COc1cccc(NC(=O)CCNS(=O)(=O)c2ccc(Br)s2)c1	3%
CCOCc1c(C(=O)N2CCN(CCOc3ccc(Cl)cc3)CC2)oc2ccccc12	6%
CCOC(=O)C(C)NC(=O)c1cc2c(=O)[nH]c3ccc(C)cc3c2s1 (configuration not stated)	5%
Cc1nc2ccc(S(=O)(=O)NC(CC(C)C)C(=O)N3CCN(c4ccc(F)cc4)CC3)cc2s1 (configuration not stated)	3%
CCCN1C(=O)c2oc3cc(C)cc(C)c3c(=O)c2C1c1ccc(F)cc1 (configuration not stated)	0%
COc1ccc(-c2ccc3c(c2)O[C@H](CN(C)C(=O)Nc2ccccc2F)[C@@H](C)CN([C@H](C)CO)S3(=O)=O)cc1	-3%
N#Cc1ccccc1OCc1nnc(-c2ccccc2Br)o1	-8%
CCCCn1nc(NC(=O)c2cccc(Cl)c2)c2cc3ccc(C)cc3nc21	-2%
COc1ccc(C(=O)NCCS(=O)(=O)N(C)Cc2ccccc2)cc1	-5%
(more compounds)
SMILES	aSyn tox rescue
CCCCN=C1NN=C(c2ccc(C)c(C)c2)CS1	-6%
CC(=O)Nc1ccc(Sc2ccccc2C(=O)Nc2ccc(F)cc2)cn1	10%
CC(C(=O)NC(=O)NC1CCCCC1)N(C)CC(=O)Nc1ccc(F)c(F)c1F (configuration not stated)	4%
CCc1ccccc1NC(=O)CN(Cc1ccccc1)S(=O)(=O)c1ccc(Br)cc1	-2%
COc1ccc(C(CC(=O)Nc2ccc(C)c(C)c2)N2Cc3ccccc3C2=O)cc1OC (configuration not stated)	5%
COC(=O)c1c(NC(=O)Cc2coc3cc(C)ccc23)sc2c1CCCC2	-1%
Cc1cc(S(=O)(=O)Nc2ccc(C(=O)NCC(c3ccco3)N(C)C)cc2)ccc1F (configuration not stated)	-7%
O=C(CCn1c(=O)oc2ccccc21)N(Cc1ccccc1)c1ccccc1	3%
O=[N+]([O-])c1ccc2c(c1)nc1n2CCN(CC2CCCO2)C1 (configuration not stated)	-7%
Cc1cc(C)cc(OCC(=O)NCC2(N3CCOCC3)CCCCC2)c1	-7%
Cc1cccc(CCNC(=O)c2cc3c(s2)-c2c(C)cccc2OC3)c1	-3%
O=C(Cn1ncc2c(=O)oc3ccccc3c21)NCc1ccccc1Cl	-1%
O=C(c1ccc(NC2=NC3CS(=O)(=O)CC3S2)cc1)N1CCN(Cc2ccccc2)CC1 (configuration not stated)	-4%
O=C(O)c1ccccc1C(=O)NC1Cc2ccccc2C1	-6%
COCCN(C(=O)CSc1nnc(-c2ccc(C)c(C)c2)o1)c1c(N)n(CC(C)C)c(=O)[nH]c1=O	5%
COc1c2ccoc2nc2c(OC)c(OCC(OC(C)=O)C(C)(C)O)ccc12 (configuration not stated)	-7%
CCC(NC(=O)c1[nH]c(C)c(C(C)=O)c1C)c1ccc(Br)cc1 (configuration not stated)	-1%
O=C(c1cnc(Cl)c(Cl)c1)N1CCN(S(=O)(=O)c2cccs2)CC1	5%
Clc1ccc(CN2CCC(c3ccccc3)CC2)cc1	17%
Cc1cc(C)c2nc(-n3nc(C)cc3N)cc(C)c2c1	0%
COc1ccc(Cl)cc1NC(=O)c1c(NCc2ccc(C)o2)sc2c1CCCC2	0%
Cc1cccc(NC(=O)c2oc3ccccc3c2NC(=O)c2cc(=O)c3ccc(C)cc3o2)c1	2%
CN=c1scc(-c2ccccc2F)n1/N=C(\C)c1cccnc1	-19%
O=C(Nc1ccccc1N1CCOCC1)C1=COCCO1	-9%
CSc1ncc(C(=O)Nc2c(C)cccc2C)c(-c2ccccc2)n1	-8%

Molecules shown so far containing a cyano group (two):
SMILES	aSyn tox rescue
N#CC(=NCc1cccnc1)C1=C(O)c2ccccc2C1=O	12%
N#Cc1ccccc1OCc1nnc(-c2ccccc2Br)o1	-8%

Continued:
SMILES	aSyn tox rescue
CCC(=O)N(C)C[C@@H]1Oc2ncc(Br)cc2C(=O)N([C@@H](C)CO)C[C@H]1C	2%
COc1ccccc1-n1c(CNC(=O)c2ccco2)nnc1SCC(=O)Nc1nccs1	-1%
CCOc1ccc(S(=O)(=O)N2CCC(C(=O)OCc3ccc(OC)cc3)CC2)cc1	-6%
CCOc1ccc(CNC(=O)c2cccc(Nc3nc4ccccc4n4nnnc34)c2)cc1OC	-5%
Cc1ccsc1/C=N/NC(=O)C1C(=O)NCC1c1ccccc1 (configuration not stated)	1%
COc1ccc(C2(O)CN(c3ccccc3)C3=[N+]2CCS3)cc1OC (configuration not stated)	7%
Cc1ccc(Cn2c(CCNC(=O)c3cccc(C)c3)nc3ccccc32)cc1	3%
CC(=O)N1CCc2c(sc3c2c(=O)n(Cc2ccccc2)c(=O)n3CC(=O)NCC2CCCO2)C1 (configuration not stated)	8%
CCCCc1nc(SCc2ccc([N+](=O)[O-])cc2)n[nH]1	0%
O=c1[nH]ncc(NCCc2ccccc2)c1Cl	9%
CN1C(=O)c2[nH]nc(-c3ccc(F)cc3)c2C1c1cccc(O)c1 (configuration not stated)	3%
Cc1ccc2nc(SCC3CCCCO3)[nH]c2c1 (configuration not stated)	-8%
CCc1nn(CC(=O)NC(C)CC)c(=O)c2cc3occc3n12 (configuration not stated)	-6%
COc1ccc(-c2ccc3[nH]c4c(c3c2)CCN2C(=O)[C@@H]([C@H](C)O)[C@@H](N(C)C(=O)Nc3ccccc3)C[C@@H]42)cc1	6%
CC(=O)c1ccccc1C(=O)N1CCCC(CNC(=O)c2ccc(F)cc2)C1 (configuration not stated)	14%
CC(C)CNC(=S)N1CCC(C(=O)c2ccc(Cl)cc2)CC1	-48%[inhibitor]
Cc1cccc(NC(=O)CN2CCN(C(=O)CNC(=O)c3ccc(-c4ccccc4)cc3)CC2)c1C	2%

Some of the entries so far, field by field.
SMILES: CCCCc1nc(SCc2ccc([N+](=O)[O-])cc2)n[nH]1
  aSyn tox rescue: 0%
SMILES: O=c1[nH]ncc(NCCc2ccccc2)c1Cl
  aSyn tox rescue: 9%
SMILES: CN1C(=O)c2[nH]nc(-c3ccc(F)cc3)c2C1c1cccc(O)c1 (configuration not stated)
  aSyn tox rescue: 3%

Sorted by count of non-hydrogen atoms (high to low): five of the compounds above
SMILES	aSyn tox rescue
COc1ccc(-c2ccc3[nH]c4c(c3c2)CCN2C(=O)[C@@H]([C@H](C)O)[C@@H](N(C)C(=O)Nc3ccccc3)C[C@@H]42)cc1	6%
CCOc1ccc(CNC(=O)c2cccc(Nc3nc4ccccc4n4nnnc34)c2)cc1OC	-5%
CN1C(=O)c2[nH]nc(-c3ccc(F)cc3)c2C1c1cccc(O)c1 (configuration not stated)	3%
Cc1ccc2nc(SCC3CCCCO3)[nH]c2c1 (configuration not stated)	-8%
O=c1[nH]ncc(NCCc2ccccc2)c1Cl	9%
